# HCV inh: inhibitors of hepatitis C virus infection; Huh7.5.1 HCVcc-Cre infection, luciferase reporter, 44 h; Potency, µM (series often up to 41.8 µM), inactives show at the highest dose activity change, negative = inhibition, usual class: inhibitors; 3.4% of 340,000 active; AID 651820; further: potency means the concentration at half of the fitted maximal effect
#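 Seed cells (1,000/well) for 4 h; treat with compound and infect with HCVcc-Cre, moi about 0.5. Incubate 44 h, then detect luciferase activity.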
# Sm TGR block: inhibitors of Schistosoma mansoni thioredoxin glutathione reductase. Q962Y6. purified TGR, DTNB reduction, TNB absorbance 405 nm. Potency, µM (titrated, usually from 114 µM), for inactives: at the top dose activity change, negative = inhibition, actives largely listed as inhibitors. 3% of 360,000 active; further: potency means the concentration at half of the fitted maximal effect; nearly all actives have a fitted effect of over 60% in size
#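 First, TGR (20 nM dispensed) and NADPH were mixed with compound. Second, a 15 min room-temperature incubation followed. Third, further NADPH and then DTNB were added to start the reaction. Finally, TNB absorbance was monitored kinetically.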
# AmpC detergent: AmpC beta-lactamase inhibition with detergent present; P00811; AID 485294; AmpC hydrolysis of nitrocefin, absorbance 480 nm, 0.01% Triton; 0.041% of 370,000 active; Potency, µM (doses to about 114 µM), for the others: at the highest dose activity change, negative = inhibition, most hits filed as inhibitors;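 further: potency means the concentration at half of the fitted maximal effect; 0% = no-compound wells and -100% = no-enzyme wells; nearly all actives have a fitted effect of over 25% in size; some results filed as inactive show a strong effect at the top dose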
# Target sequence (P00811 whole entry, looked up): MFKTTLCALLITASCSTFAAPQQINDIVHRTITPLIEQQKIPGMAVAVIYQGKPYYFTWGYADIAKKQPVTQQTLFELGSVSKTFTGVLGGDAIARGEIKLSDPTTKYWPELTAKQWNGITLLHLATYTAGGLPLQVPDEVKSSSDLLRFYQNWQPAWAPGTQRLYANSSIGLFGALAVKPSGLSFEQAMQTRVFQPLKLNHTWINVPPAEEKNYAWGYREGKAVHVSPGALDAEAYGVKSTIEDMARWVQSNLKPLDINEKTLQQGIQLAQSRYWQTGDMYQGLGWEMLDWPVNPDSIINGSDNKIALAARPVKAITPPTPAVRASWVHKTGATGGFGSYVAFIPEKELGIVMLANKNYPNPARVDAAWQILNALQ
#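 AmpC (5.3 nM in the dispensed reagent) in 20 mM phosphate pH 7.0 with 0.01% (detergent screen) or 0.0001% Triton X-100 was preincubated with compounds for 15 min at room temperature. Nitrocefin was then added from an 800 uM solution, and hydrolysis was followed at 480 nm.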
# HCMV inh: inhibitors of human cytomegalovirus; HFF cells, HCMV-luciferase reporter, 72 h; hits give low values; activity change, negative = inhibition, % at 57.5 µM; 4.5% of 410,000 active; in the data active means activity change below about -60%; inconclusive means no clear call, values can overlap the other calls; inactive means above about -39%
#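 Luciferase read-out from HCMV-luciferase-infected HFFs (MOI 1 PFU/cell) 72 h post infection at 37C; compounds added after 16 h cell attachment; activity normalized between buffer-only basal and Salinomycin (10uM) inhibitor controls.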
# AMA1-RON2 inh: AMA1-RON2 (P. falciparum) interaction inhibition; AlphaScreen AMA1-biotinylated RON2 peptide binding; Potency, µM (series often up to 58.2 µM), without a hit: at the highest dose activity change, negative = inhibition, most hits filed as inhibitors; 0.2% of 360,000 active; AID 720542;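 further: potency means the concentration at half of the fitted maximal effect; 0% = vehicle wells and -100% = peptide control; nearly all actives have a fitted effect of over 45% in size; some results filed as inactive show a strong effect at the top dose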
#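 AMA1 (3D7) with his tag at 25 nM final met compounds first, then biotinylated RON2 peptide at 25 nM; detection used donor plus acceptor beads, 10 µg/mL apiece, read by AlphaScreen after 30 min at room temperature.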
# Giardia FBPA inh: Giardia lamblia aldolase inhibition; A8B2U2; purified Giardia FBPA; Potency, µM (series often up to 59.6 µM), for the others: top-dose activity, negative = inhibition, usual class: inhibitors; 0.71% of 290,000 active; further: potency means the concentration at half of the fitted maximal effect; nearly all actives have a fitted effect of over 55% in size
# Target sequence (A8B2U2 whole entry, looked up): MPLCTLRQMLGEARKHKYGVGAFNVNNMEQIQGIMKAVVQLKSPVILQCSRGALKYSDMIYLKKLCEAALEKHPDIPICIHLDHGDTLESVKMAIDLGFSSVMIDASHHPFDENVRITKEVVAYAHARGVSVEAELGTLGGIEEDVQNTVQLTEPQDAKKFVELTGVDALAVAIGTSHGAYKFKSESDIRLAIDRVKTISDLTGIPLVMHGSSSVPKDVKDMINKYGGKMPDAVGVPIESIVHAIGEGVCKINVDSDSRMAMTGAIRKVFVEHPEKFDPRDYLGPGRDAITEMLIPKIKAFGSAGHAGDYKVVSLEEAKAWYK
#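 Giardia FBPA (40 nM reagent) was preincubated 10 min at RT with compound (up to 57.5 uM final), then substrate plus GAPDH/TPI/NAD/arsenate coupling system with diaphorase/resazurin was added; resorufin fluorescence (525/598 nm) was read after 20 min.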
# * marks the source's active call; other numbers are inactive results; ? = inconclusive; . = no result given; & = joins results of further samples; [ ] = remark or other dose. Unless noted, the call rests on the fitted dose curve; in most records, active means well fitted curve in the direction sought with a large enough effect; inconclusive means small, poorly fitted or top-dose-only effect, or another doubt; inactive means no such curve, though single readings can be large; an effect the other way counts as inactive or inconclusive. Unless noted, on the % scale 0 is the no-effect control and ±100 the full control effect.
# Each structure is followed by: HCMV inh | AMA1-RON2 inh | Sm TGR block | HCV inh | Giardia FBPA inh | AmpC detergent
- COc1ccccc1N1CCN(C(=O)c2cnc(N3CCOCC3)c3ccccc23)CC1
    -11 | . | -10% | . | . | 2%
- Cc1cc(Cl)cc(Br)c1OCCCCn1cncn1
    -7 | -23% | 1% | 9% | -22% | -3%
- CC(=O)N1CCc2cc(S(=O)(=O)NC(Cc3ccccc3)C(=O)Nc3cc(C)ccc3C)ccc21 (configuration not stated)
    4 | . | -4% | . | . | 2%
- O=C(/C=C\c1ccc2c(c1)OCO2)Nc1nnc(SCC(=O)OCc2ccccc2)s1
    10 | . | 0% | 5% | 5% | -15%
- CNC(=S)N/N=C/c1cc(Br)c(OCc2ccncc2)c(OC)c1
    22 | 73%[activator] | -1% | -13% | ? | -9%
- Cc1ccc(C(=O)O)cc1N=Nc1c(O)[nH]c(=O)[nH]c1=O
    -3 | -8% | -15% | -5% | -16% | -8%
- CC(=O)c1ccccc1NC(=O)CCN1C(=O)C2CCCCC2C1=O (configuration not stated)
    18 | 4% | . | 11% | . | .
- C=C(C)COc1ccc(-c2n[nH]c(C)c2Oc2ccccc2OC)c(O)c1
    -20 | -10% | 1% | 32µM* | -6% | -6%
- CCn1c(C(=O)O)c(CC(=O)N(C)c2ccc(OC)cc2OC)c2ccccc21
    -13 | -1% | -3% | 22% | 0% | 1%
- COc1ccccc1NC(=O)COc1cc(C)nc(C(C)C)n1
    -1 | 28% | -9% | 9% | 4% | -5%
- CC(C)(C)NC(=O)NC(=O)COC(=O)C1=COCCO1
    33 | 8% | -4% | 4% | 6% | ?
- CCN(CC)CCOC(=O)c1cccc(Br)c1
    -1 | -24% | -12% | -3% | -3% | -15%
- Cc1cccn2c(CNCCCOc3cccnc3)c(C(=O)N3CCOCC3)nc12
    -10 | -1% | -30% | 9% | -2% | -8%
- Cc1csc(NC(=O)c2ccccc2C(=O)O)n1
    18 | -4% | -12% | -7% | 2% | -9%
- CCCCCCCCCCSc1n[nH]c(N)n1
    25 | 13% | 5% | 18% | -4% | -5%
- CC(NC(=O)c1ccccc1)C(=O)N/N=C/c1cccc([N+](=O)[O-])c1 (configuration not stated)
    -35 | 7% | -3% | 4% | -8% | -14%
- Cc1cc(C)c(C)c(S(=O)(=O)Nc2ccccc2C(=O)NN2CCOCC2)c1C
    -21 | 56%[activator] | . | 9% | . | .
- O=[N+]([O-])c1ccc(S(=O)(=O)CC(CN2CCOCC2)N2CCOCC2)cc1 (configuration not stated)
    -102* | -13% | ? | 11µM* | -4% | 5%
- Clc1ccc(-c2nc(N3CCOCC3)nc3ccccc23)cc1
    -23 | 10% | 5% | -15% | 1% | ?
- Cc1c(-c2csc(N)n2)c2ccccc2n1C
    2 | 35%[activator] | -21% | -4% | ? | -4%
- CCCCc1ccc(/C=C2/C(=O)ON=C2c2ccccc2)s1
    -31 | -1% | 6% | 2% | 1% | 2%
- Cn1nc(C(=O)OCC(=O)Nc2cc(Cl)ccc2C#N)c2ccccc2c1=O
    7 | -1% | 6% | -2% | . | 2%
- O=S1(=O)N=C(N(CCO)/N=C/C=C/c2ccccc2)c2ccccc21
    -18 | -7%[11.6 µM] | 5% | 4% | 0% | 4%
- Clc1ccc(-c2noc(/C=C/c3ccccc3)n2)cc1
    22 | 0% | 1% | 11% | 3% | 1%
- CCN(C(=O)c1cnc(OC)cc1C(F)(F)F)c1ccc(Cl)cc1Cl
    -15 | -15% | -2% | -7% | 2% | -2%
- C=CCN1C(=O)C2C3C=CC(C2C1=O)C1C2C(=O)N(CC=C)C(=O)C2C31 (configuration not stated)
    -10 | -14% | . | 8% | 8% | -8%
- C=C1C(=O)O[C@@H]2C[C@@H](C)[C@@H]3C=CC(=O)[C@@]3(C)[C@@H](O)[C@H]12
    -100* | 10% | 25µM* | 1.4µM* | 5% | 1%
- COCCn1c(=NC(=O)c2ccco2)sc2cc(C(=O)OC)ccc21
    7 | 4% | -3% | 8% | 2% | 5%
- COc1ccccc1N(/N=C1\Sc2ccccc2C1=O)C(C)=O
    -36 | -16% | 11% | ? | 1% | ?
- O=C(NCc1ccccc1)NC1CCCCC1
    10 | 3% | 95%[activator][11.4 µM] | -11% | 1% | 4%

# The closing two records of the part before open the next one:
# Each structure is followed by: HCMV inh | AMA1-RON2 inh | Sm TGR block | HCV inh | Giardia FBPA inh | AmpC detergent
- COc1ccccc1N(/N=C1\Sc2ccccc2C1=O)C(C)=O
    -36 | -16% | 11% | ? | 1% | ?
- O=C(NCc1ccccc1)NC1CCCCC1
    10 | 3% | 95%[activator][11.4 µM] | -11% | 1% | 4%
- CCCCC(=O)N1C/C=C\C(c2ccc(OC)cc2)N(Cc2ccc(F)cc2)C(=O)[C@H]1Cc1ccccc1 (some centres not stated)
    . | 0% | ? | ? | 2% | 2%
- CC(Cc1cnccn1)NCc1c(C(=O)N2CCCCCCC2)nc2ccc(Cl)cn12 (configuration not stated)
    19 | 20% | 5% | . | -7% | -3%
- COc1cccc(-n2c(SCC(=O)Nc3ccc4c(c3)CCC4)nc3ccccc3c2=O)c1
    -70* | 3% | 6% | ? | 2% | 0%
- c1ccc(C(Cc2nc(-c3ccncc3)no2)c2ccccc2)cc1
    -69* | 1% | -1% | 7.9µM* | -1% | -6%
- CCOc1cc(N2CCOCC2)c(OCC)cc1NC(=O)C1CC(=O)N(c2ccccc2OCC)C1 (configuration not stated)
    -21 | 0% | -15% | ? | . | -10%
- O=C(O)CC1(CC(=O)Nc2ccc3ccccc3c2)CCCCC1
    15 | 11% | 10% | 6% | 9% | ?
- COc1ccc(CCC(=O)OCC(=O)Nc2ccc3[nH]c(=O)[nH]c3c2)cc1
    -16 | -3% | 5% | -5% | . | -20%
- Cc1ccc(Cl)cc1NC(=O)C(NS(=O)(=O)c1cccc2nsnc12)c1ccccc1 (configuration not stated)
    -11 | . | 1% | . | . | -5%
- CC(C)(CNC(=O)c1cccs1)N1CCOCC1
    -1 | 4% | -19% | -1% | . | -1%
- COC(=O)c1cccc(NC(=O)CCc2c(C)noc2C)c1
    10 | 2% | -1% | -13% | . | -16%
- COc1ccc(C)cc1N(CC(=O)N1CCCC1)S(C)(=O)=O
    22 | -12% | 4% | 21% | 16% | 1%
- COc1ccc(CCNC(=O)CCn2c(=O)c3cccn3c3cccnc32)cc1OC
    -3&-13 | -3% | -8%&-9% | -7% | . | 1%&-1%
- CCOC(=O)N1CCC(N(CCN(C)C)C(=S)Nc2cccc(Cl)c2)CC1
    -17 | 4% | 0% | ? | -2% | 8%
- CCCc1cc(=O)oc2cc(OCC(=O)NCCc3c[nH]c4ccccc34)ccc12
    ? | -8% | 2% | 4.5µM* | 24% | -8%
- COc1ccc(-n2c(C)c(C(C)=O)c3cc(O)ccc32)cc1
    -65* | . | -2% | -6% | -1% | 10%
- COC(=O)c1sc2nc(SCc3cccc(Cl)c3)n(N)c(=O)c2c1C
    -24 | 18% | -1% | ? | 0% | ?
- COc1ccc(N2C(=O)CSC23C(=O)Nc2ccccc23)cc1OC (configuration not stated)
    45 | -14% | 5% | 20% | 0% | -16%
- Cc1c(C)c2c(cc(C)c3c(-c4ccc(Br)cc4)coc32)oc1=O
    -16 | . | 5% | . | . | 8%
- Cc1ccc2oc(=O)c3cnn(CC(=O)N4CCN(c5ccccc5F)CC4)c3c2c1
    -1 | . | 1% | . | . | 7%
- CCCCC(CC)CNC(=O)C1CCN(S(=O)(=O)c2cccc3nsnc23)CC1 (configuration not stated)
    -9 | . | -4% | . | . | 3%
- CCOC(=O)CSCC(=O)N1CCC(Cc2ccccc2)CC1
    -19 | -9% | -4% | 12% | 2% | -10%
- CN(Cc1ccccc1)c1ncnc2[nH]ncc12
    -39 | 29% | . | -23% | . | .
- CC1CCN(C(=S)NC(=O)c2ccc(C(C)(C)C)cc2)CC1
    31 | 82%[activator] | -23% | -17% | 29% | 3%
- Cc1cc(C)c2oc(C(=O)Nc3ccc(S(=O)(=O)Nc4nccc(C)n4)cc3)cc(=O)c2c1
    -20&-16 | 1% | -3%&-8% | 4% | ? | 3%&20%
- COC(=O)n1c(=O)oc2cc(S(=O)(=O)N3CCCCC3)ccc21
    -27 | 2% | 0% | 6% | 7% | -19%
- Cc1noc(C)c1CSCC(=O)Oc1ccc(N(C)S(=O)(=O)c2ccc(Cl)cc2)cc1
    -17 | -8% | -4% | 3% | . | ?
- OC(COC(c1ccccc1)c1ccccc1)CN1CCN(c2ccccn2)CC1 (configuration not stated)
    -19 | ? | 1% | ? | -1% | -13%
- COC(=O)c1cc(S(=O)(=O)N2CCN(c3cccc(C)c3C)CC2)c[nH]1
    -15 | -6% | -15% | -25% | -21% | -19%
- O=C(COc1ccc(S(=O)(=O)N2CCOCC2)cc1)Nc1ccccc1F
    -20 | 3% | 1% | 8% | . | 10%
- CCc1noc(C)c1C(=O)N1CCCC(N2CCN(c3cccc(Cl)c3)CC2)C1 (configuration not stated)
    -37 | 0% | -6% | -16% | . | 1%
- COc1cccc2c(=O)cc(C)n(CC(=O)Nc3ccc(C)c(C)c3)c12
    -17 | -11% | -11% | 5µM* | -1% | ?
- O=C(Nc1ccccc1Cl)c1cc[n+](Cc2ccc([N+](=O)[O-])cc2)cc1
    1 | -4% | -1% | 23% | 2% | 3%
- COc1ccc2[nH]cc(CCNC(=O)C3CCCO3)c2c1 (configuration not stated)
    -11 | 0% | 0% | 12% | -1% | 7%
- Cc1ccc(CNC(=O)c2sc3nc4n(c(=O)c3c2C)CCCC4)cc1
    12 | . | 56µM* | . | . | -1%
- Cc1[nH]n(C(C)(C)C)c(=O)c1Sc1ccccc1
    -20 | 17% | 2% | 13% | -27% | 2%
- Cc1nnc(-c2ccccc2)[nH]c1=O
    -3 | 1% | -4% | 13% | 4% | -6%
- CCCOC(=O)Cn1cnc2scc(-c3ccc(C)cc3)c2c1=O
    -19 | 16% | 1% | -14% | 6% | 1%
- Cn1cc(S(=O)(=O)Nc2ccc3c(c2)OCCO3)cn1
    -23 | 9% | 13% | -7% | 0% | 3%
- O=S(=O)(Oc1ccccc1-c1ccccc1)c1ccccc1
    ? | 57%[activator] | . | ? | . | .
- CC(C)C(=O)Nc1ccc2nc(SCCOc3ccccc3)sc2c1
    -26 | . | 2% | . | . | 15%
- Nc1ncc2[nH]cnc2n1
    19&-4 | -15%&-2% | 4%&-2% | -17%&11% | . | ?
- NC(=O)c1oc2ccccc2c1NC(=O)CN1CCCCC1
    -16 | 43%[activator] | -27% | 6% | 0% | ?
- COc1ccc2oc(-c3cccc(NC(=O)c4cc([N+](=O)[O-])ccc4N4CCOCC4)c3)nc2c1
    11 | . | 3% | . | . | -3%
- Cc1nncn1-c1ccc(C(=O)Nc2cc(F)ccc2F)cc1
    17 | . | 5% | . | . | 5%
- CCOc1ccc(CCNC(=O)C2CCN(S(=O)(=O)N3CC(C)CC(C)C3)CC2)cc1OCC (configuration not stated)
    ? | 3% | -1% | -17% | -9% | 1%
- COCCn1nnnc1C(c1ccc(OC)cc1OC)N1CCN(c2ccccc2F)CC1 (configuration not stated)
    59 | 3% | -18% | 1% | 11% | ?
- CCCCc1ccc(NC(=S)Nc2ccc(Nc3ccc(OC)cc3)cc2)cc1
    -19 | ? | -1% | ? | -19% | -3%
- CCOC(=O)C(C(=O)NCc1ccc(F)cc1)c1ncc(C(F)(F)F)cc1Cl (configuration not stated)
    -10 | -6% | 9% | 15% | 10% | -11%

# Compound activity from PubChem.

# Hits appear at their usual frequency. Share with any hit: about 9.3%.
